Compound activity as filed in PubChem BioAssay.
CHT allo act: allosterically activates the human high affinity choline transporter; B-score at 10 µM; Q9GZV3; hit rate 0.49% among 310,000; CHT-expressing cells, membrane potential dye, choline EC20; stronger effect = higher value; LV-AA mutant CHT in HEK293 cells;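 active means initial fluorescence not abnormally high and integrated response B-score, plate-corrected, over 3 SD above library mean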
Target sequence (Q9GZV3 whole entry, looked up): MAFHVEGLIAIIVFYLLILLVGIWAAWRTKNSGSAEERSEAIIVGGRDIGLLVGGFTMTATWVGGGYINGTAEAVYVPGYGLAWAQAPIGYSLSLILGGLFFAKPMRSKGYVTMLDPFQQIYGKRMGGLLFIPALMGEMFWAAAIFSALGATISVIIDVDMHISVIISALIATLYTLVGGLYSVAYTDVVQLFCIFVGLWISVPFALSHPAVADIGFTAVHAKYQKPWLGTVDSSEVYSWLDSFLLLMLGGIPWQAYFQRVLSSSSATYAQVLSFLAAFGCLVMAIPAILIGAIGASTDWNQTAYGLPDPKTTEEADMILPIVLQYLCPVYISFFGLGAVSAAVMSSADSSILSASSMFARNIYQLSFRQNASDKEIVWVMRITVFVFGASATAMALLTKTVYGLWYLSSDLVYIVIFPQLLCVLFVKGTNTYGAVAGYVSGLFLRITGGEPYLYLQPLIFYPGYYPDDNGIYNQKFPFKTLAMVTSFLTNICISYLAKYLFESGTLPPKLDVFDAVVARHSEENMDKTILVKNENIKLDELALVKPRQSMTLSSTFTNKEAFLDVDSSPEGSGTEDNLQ
OX1R antag: antagonists of human orexin 1 receptor; AID 434989; hit rate 0.43% among 330,000; O43613; inhibition, % at 5 µM; CHO/OX1R cells, Fluo-8 calcium fluorescence, orexin A;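 active means inhibition above its plate's threshold, mean inhibition of all tested compounds on the plate plus 3 SD, cut at about 37% in these data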;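 further: 0% = orexin A challenge wells and 100% = SB-334867-A antagonist wells; not every result past the cut was called active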
* hit, by the source's call; i = inactive; · = no result given.

SMILES	CHT allo act	OX1R antag
CCN1C(=O)Cc2cc(S(=O)(=O)N3CCOCC3)ccc21	i	-30.2
CC1=C(C(=O)N2CCCC(N3CCN(c4ccccc4F)CC3)C2)OCCO1 (configuration not stated)	i	-13.5
Cc1cc(C)c(S(=O)(=O)N2CCCC2)c(C)c1	i	-18.8
O=[N+]([O-])c1ccc2c(c1)nc1n2CCSC1	i	-8.0
Cc1cc(N2C(=O)C(=O)/C(=C(/O)c3ccccc3)C2c2cccc(Br)c2)no1 (configuration not stated)	i	-18.5
COc1ccc(C(=O)Nc2ccc(Br)cn2)cc1S(=O)(=O)N1CCOCC1	·	-10.6
O=C(Cc1ccccc1F)Nc1nc(-c2ccc(F)cc2)cs1	i	0.2
Cc1ccc(CC2C(=O)N(c3cc(C)ccc3C)C(=O)C2C)cc1 (configuration not stated)	i	-17.5
Cc1cc(NC(=O)CCCN2C(=O)/C(=C\c3cccs3)SC2=S)no1	i	3.2
CCCn1c(SCC(=O)NCC(=O)Nc2ccc(F)c(F)c2F)nc2ccccc2c1=O	·	-7.7
CCS(=O)(=O)NCc1cn2ccsc2n1	i	-5.1
O=C(CSc1cccc[n+]1[O-])Nc1c(Br)cc([N+](=O)[O-])cc1Br	i	-2.8
CCOC(=O)N/N=C\c1ccc(-c2cc(Cl)ccc2Cl)o1	i	-22.8
O=C(Nc1ccc(Oc2ccc3ccccc3c2)cc1)c1ccco1	i	2.7
COc1ccc(Cl)cc1NC(=O)c1nnn(CC(=O)Nc2ccc(C)c(C)c2)c1N	i	-8.9
Cc1ccc(NC(=O)NCCCCc2ccccc2)cc1	i	-15.5
COC(=O)C1=C(C(=O)OC)[C@@H]2N(Cc3ccccc3)c3ccccc3[C@@]23C[C@@H](C(=O)OC)N(C(=O)NC2CCCCC2)C3=N1	i	-33.0
Cc1ccc(S(=O)(=O)N2CCN(C(=O)CN3C(=O)c4ccccc4C3=O)CC2)c(C)c1	·	-16.2
Cc1cc(C)n2c(SCC#N)nnc2n1	i	2.8
Cc1cc(C)nc(NC2=NCCN2C(=O)NC2CCCCC2)n1	i	-38.5
CCOc1cnn(Cc2ccccc2)c(=O)c1SCc1ccccc1	i	-28.7
Cc1ccc(CC(=O)N(Cc2ccccc2)c2ccccn2)cc1	i	-7.8
COc1ccc(CC2(CO)CCN(Cc3c(C)nn(C(C)C)c3C)CC2)cc1	i	-32.8
Cc1ccc2c(n1)sc1c(N)ncnc12	8.32*	9.8
CCc1ccc(OCCCC(=O)NCc2ccccc2)cc1	i	-4.7
More structures.
SMILES	CHT allo act	OX1R antag
C#CCNC(=O)C1=C[C@H](c2ccc3c(c2)OCO3)C[C@H](OCc2ccc(CO)cc2)O1	i	-28.9
Cc1cc(Cl)nc2c(C(C)C)cccc12	i	-7.2
CCCCN(CC)CCNC(=O)c1cn(C)c(=O)c2c1c1ccccc1n2C	i	-20.7
COc1ccc(NC(=O)c2cc(C)nc3ccccc23)cc1S(=O)(=O)Nc1ccccc1Cl	i	-4.2
COc1ccc(CNC(=O)C2CC(=O)N(C3CCCC3)C2)cc1 (configuration not stated)	i	-1.6
Cc1cccc(NC(=O)c2cc3ccccc3nc2C)c1	i	-18.7
Cc1cc(=O)[nH]c(SCC(=O)Nc2ccc(N3CCCCC3)cc2)n1	·	37.0
O=C(CCN1C(=O)c2ccc(Br)cc2C1=O)NC1CCCCC1	i	6.9
NC(=O)C1CCN(C(=O)c2ccc(NS(=O)(=O)c3ccc(F)cc3)cc2)CC1	·	5.4
CC(C)N(C)S(=O)(=O)c1ccc(Cl)c(C(=O)O)c1	i	-8.3
c1ccc(-n2nc3c(ccc4cnnc43)[nH]2)cc1	i	15.9
CCOC(=O)c1cc(-c2ccccc2)nn1Cc1cc(CC)no1	i	-40.2
O=C(CSc1nncn1-c1ccccc1)N1CCCC1	i	-14.6
CCn1c(=O)oc2cc(NC(=O)CCl)ccc21	i	-7.3
O=C(NCCCO)C(=O)NCCc1ccc(Cl)cc1	i	-5.0
CCCC(=O)Nc1ccc(NC(=O)c2ccccn2)cn1	i	-17.4
Cc1cc(C)cc(NC(=O)c2ccccc2NC(=O)CCC(=O)O)c1	i	-2.0
N#Cc1sc2nc(-c3cccs3)cc(-c3ccccc3)c2c1N	i	-14.0
O=C(Nc1cnn(Cc2ccc(Cl)cc2)c1)c1cnccn1	i	-3.9
Cc1ccc(C)c(NC(=O)CN(C)C(=O)c2cc3c(s2)CCCCC3)c1	i	2.8
CC(=O)c1ccc(NC(=O)COC(=O)C2CC3C=CC2C3)cc1 (configuration not stated)	·	-1.9
Cc1nn(CC(=O)NNC(=S)NCC2CCCO2)c(C)c1Br (configuration not stated)	i	-5.7
O=C(Nc1ccc(C(=O)N2CCCCC2)cc1)c1ccccc1Cl	i	-17.6
COCCNC(=O)c1ccc(NC(C)=O)cc1	i	-11.4
COC(=O)C1=C(C(=O)OC)[C@@H]2N(C)c3ccc(OC)cc3[C@@]23C[C@@H](C(=O)OC)N=C3N1	i	-8.4
Next section:
SMILES	CHT allo act	OX1R antag
Cn1nc(C(F)(F)F)c2cc(C(=O)Nc3ccc(F)cc3)sc21	i	-28.1
CCC(=O)N(Cc1ccco1)c1nc(-c2ccccc2)cs1	i	-25.4
Clc1ccc(SCCCN2CCCCC2)cc1	i	-6.1
Cc1ccc(-n2cnc(N)c2C(=O)c2cccc([N+](=O)[O-])c2)cc1	i	-12.5
Cc1c(C(=O)NCCC2=CCCCC2)cccc1[N+](=O)[O-]	i	-33.6
O=C(N/N=C/C1CCCCC1)c1ccccc1-n1cccc1	i	-20.6
Cc1ccc(N2C(=O)CC(Cn3nc(C)cc3C)C2=O)cc1 (configuration not stated)	i	-15.6
COc1cccc2cc(C(=O)N(Cc3ccccc3)CC3CCCO3)c(=O)oc12 (configuration not stated)	i	-33.1
CC1=NN(C(=O)c2ccccc2Cl)C(O)(c2cccnc2)C1 (configuration not stated)	i	-9.3
CC1CCCC/C1=N\Nc1ccc(S(N)(=O)=O)cc1[N+](=O)[O-] (configuration not stated)	i	-5.4
CC(OC(=O)C1CC1)C(=O)Nc1ncc(Cl)cc1Cl (configuration not stated)	·	-0.2
CC(/C=C/c1ccc(N(C)C)cc1)=N/N=C1/NC(=O)CC(C(=O)Nc2ccc(Cl)cc2)S1 (configuration not stated)	i	-12.2
O=C(NC1CC1)C1=C[C@@H](c2ccc3c(c2)OCO3)C[C@@H](OCc2ccc(CO)cc2)O1	i	-13.3
NS(=O)(=O)c1ccc(NC(=O)COc2ccc(Cl)cc2)cc1	i	10.9
O=C(Nc1cc(C(F)(F)F)ccc1N1CCOCC1)C1=COCCO1	i	-21.3
Cc1cccc(N2CCN(C(=O)c3cccc(S(=O)(=O)N4CCc5ccccc5C4)c3)CC2C)c1 (configuration not stated)	i	-23.8
CC(=O)c1cnc(-c2ccccc2Cl)s1	i	-20.2
COC(=O)c1cc2occc2n1Cc1nc(-c2ccccc2Cl)oc1C	i	-33.6
Cc1cc(=O)[nH]c(SCC(=O)Nc2ccc(Br)cc2)n1	i	-12.8
CCOCCCNC(=S)N1CCC(C(=O)c2ccc(C)cc2)CC1	i	-31.7
O=C(Nc1nonc1-c1ccc(Cl)cc1)c1ccccc1	i	-17.4
Cc1cccc(OCC(=O)NC(=S)Nc2ccccc2N2CCOCC2)c1	i	-22.4
Cc1nc([N+](=O)[O-])c(C(=O)OCc2ccccc2Br)n1C	i	-14.8
Oc1ccc(Nc2nc(-c3ccc4ccccc4c3)cs2)cc1	i	-1.9
CCCNC(=O)CCn1cc(-c2ccc(OC)cc2)nc1CCN	i	-3.3

A different layout for 3 compounds above.
| SMILES | CHT allo act | OX1R antag |
| --- | --- | --- |
| Cc1cc(=O)[nH]c(SCC(=O)Nc2ccc(Br)cc2)n1 | i | -12.8 |
| Cc1nc([N+](=O)[O-])c(C(=O)OCc2ccccc2Br)n1C | i | -14.8 |
| Cc1c(C(=O)NCCC2=CCCCC2)cccc1[N+](=O)[O-] | i | -33.6 |

Grouped by structure, the entries above with bromine
SMILES	CHT allo act	OX1R antag
Cc1cc(N2C(=O)C(=O)/C(=C(/O)c3ccccc3)C2c2cccc(Br)c2)no1 (configuration not stated)	i	-18.5
COc1ccc(C(=O)Nc2ccc(Br)cn2)cc1S(=O)(=O)N1CCOCC1	·	-10.6
O=C(CSc1cccc[n+]1[O-])Nc1c(Br)cc([N+](=O)[O-])cc1Br	i	-2.8
O=C(CCN1C(=O)c2ccc(Br)cc2C1=O)NC1CCCCC1	i	6.9
Cc1nn(CC(=O)NNC(=S)NCC2CCCO2)c(C)c1Br (configuration not stated)	i	-5.7
Cc1cc(=O)[nH]c(SCC(=O)Nc2ccc(Br)cc2)n1	i	-12.8
Cc1nc([N+](=O)[O-])c(C(=O)OCc2ccccc2Br)n1C	i	-14.8

(continued)
SMILES	CHT allo act	OX1R antag
CCN(CC)c1ccc(N)cc1	·	7.7
O=C(N/N=C/c1ccccn1)c1cc(-c2ccc(Br)cc2)nc2ccccc12	i	50.0*
O=c1ccc(-c2ccc(S(=O)(=O)N3CCN(c4ccccc4)CC3)o2)n[nH]1	i	-12.4
NC(=O)c1ccsc1N	i	-0.3
CC(C)(C)NS(=O)(=O)c1ccc(NS(=O)(=O)c2ccc(F)cc2)cc1	i	-14.4
CC(=O)Nc1ccc(S(=O)(=O)N(C)CC(=O)N/N=C/c2cccs2)cc1	i	-7.8
CC(C)=CCN1CCN(Cc2ccc3nsnc3c2)CC1CCO (configuration not stated)	i	-0.6
COCCN(CCOC)S(=O)(=O)c1ccc(C(=O)Nc2nc(-c3ccncc3)cs2)cc1	i	2.2
CCCOC(=O)Nc1ccc(C(N)=O)cc1	i	-12.1
O=C1C(NS(=O)(=O)c2ccc(Cl)cc2)=C(N2CCCCC2)C(=O)c2ccccc21	i	-28.7
Cn1c(=O)n(Cc2ccc(Cl)cc2)c2ccccc21	i	-31.7
CCN(CC)C(=O)CSc1nc2ncc(Br)cc2[nH]1	i	-20.9
COCCNC(=O)C(c1cccs1)N(CCc1ccccc1)C(=O)Cn1nnc2ccccc21 (configuration not stated)	i	-42.6
NC(=O)CN1C(=O)C(O)(CC(=O)/C=C\C=C\c2ccccc2)c2ccccc21 (configuration not stated)	i	-4.2
OCC[C@@H]1C[C@H](O)[C@@H](O)[C@@]2(Cc3ccccc3CO2)O1	i	-2.7
CSc1ccccc1NC(=O)COC(=O)CCC(=O)c1ccc(F)cc1	·	-3.1
Cc1cc(=O)n2[nH]c(NCc3c(F)cccc3Cl)nc2n1	i	7.6
Cc1cccc(NS(=O)(=O)c2c(C)noc2C)c1	i	10.7
COc1ccc(O)c(C(=O)c2cc(C#N)c(=O)n(-c3ccc(Cl)cc3)c2)c1	i	-25.1
O=c1c2ccccc2ncn1CCCCOc1ccc(Br)cc1	i	-24.7
O=C(CSc1nc2ccc(Cl)cc2[nH]1)NCc1ccco1	i	9.3
COc1ccc(/C=N/N=C2/NC(=O)C(c3ccccc3)S2)c(OC)c1 (configuration not stated)	i	-16.0
COC(=O)c1ccc(CNC(=O)c2ccc3oc(C(C)C)nc3c2)cc1	i	-18.5
CCN(C(=S)NCc1ccccc1)c1ccccc1	i	-7.7
COc1cccc(C(=O)N2CCC(C(=O)NCc3ccc(C)cc3)CC2)c1	i	-17.6
O=C1c2ccccc2-c2onc3c(N4CCN(CCO)CC4)cc(N4CCN(C(=O)c5ccco5)CC4)c1c23	i	-21.8

Arranged by length of the SMILES (lowest first): part of the list above
SMILES	CHT allo act	OX1R antag
CCN(C(=S)NCc1ccccc1)c1ccccc1	i	-7.7
CC(C)=CCN1CCN(Cc2ccc3nsnc3c2)CC1CCO (configuration not stated)	i	-0.6
O=C(CSc1nc2ccc(Cl)cc2[nH]1)NCc1ccco1	i	9.3
CC(=O)Nc1ccc(S(=O)(=O)N(C)CC(=O)N/N=C/c2cccs2)cc1	i	-7.8
COCCNC(=O)C(c1cccs1)N(CCc1ccccc1)C(=O)Cn1nnc2ccccc21 (configuration not stated)	i	-42.6

Arranged by value in OX1R antag (rising): some entries from above
structure	OX1R antag
COc1ccc(/C=N/N=C2/NC(=O)C(c3ccccc3)S2)c(OC)c1 (configuration not stated)	-16.0
CCCNC(=O)CCn1cc(-c2ccc(OC)cc2)nc1CCN	-3.3
CSc1ccccc1NC(=O)COC(=O)CCC(=O)c1ccc(F)cc1	-3.1
